JMJD2C inh: inhibitors of human GASC-1 (JMJD2C) demethylase; Q9H3R0; GST-JMJD2C(1-420) H3K9me3 demethylation, DELFIA europium; inhibition, % at 2.35 µM; actives 0.069% (n = 330,000); AID 2099;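 active = more than half of a compound's replicate wells show inhibition beyond 50%, single wells judged on their own value; inconclusive = some, but no more than half, of replicates pass 50% inhibition; inactive = no replicate passes 50% inhibition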;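 note: signal counts dimethyl H3K9 product captured on neutravidin plate; 0% = median of DMSO wells and 100% = 0.3 times that DMSO median; strong numbers were not always called active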
Target sequence (Q9H3R0 1-420 limits assumed): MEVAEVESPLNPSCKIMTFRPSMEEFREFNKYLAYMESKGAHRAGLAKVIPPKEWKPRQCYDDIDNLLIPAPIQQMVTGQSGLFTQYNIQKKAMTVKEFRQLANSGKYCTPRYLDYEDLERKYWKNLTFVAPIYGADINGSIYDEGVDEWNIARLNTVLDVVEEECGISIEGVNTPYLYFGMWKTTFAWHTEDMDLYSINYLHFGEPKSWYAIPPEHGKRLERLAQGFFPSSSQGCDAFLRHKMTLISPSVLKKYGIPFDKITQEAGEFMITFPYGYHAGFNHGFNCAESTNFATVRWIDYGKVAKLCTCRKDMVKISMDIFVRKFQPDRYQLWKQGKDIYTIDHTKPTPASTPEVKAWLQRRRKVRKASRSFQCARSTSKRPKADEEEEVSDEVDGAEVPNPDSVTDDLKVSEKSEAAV
TPT1 inh: blocks Candida albicans tRNA 2'-phosphotransferase. recombinant caTPT1, FP RNA substrate dephosphorylation. inhibition, % at 5 µM. actives 0.81% (n = 300,000);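 active = inhibition above the mean of all tested compounds plus 3 SD, set per screening campaign, cut at about 24% in these data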;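 note: plate controls were DMSO alone for no effect and ferristatin control at 100 nM for full effect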
PP5 inh: inhibitors of human protein phosphatase 5 (PP5). actives 0.18% (n = 320,000). P53041. inhibition, % at 6.7 µM. purified PP5c, OMFP substrate fluorescence;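 active = inhibition above the campaign's mean inhibition across all tested compounds plus 3 SD, cut at about 9.5% in these data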;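 note: 0% = DMSO only and 100% = 100 µM cantharidin control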
Target sequence (P53041 whole entry, looked up): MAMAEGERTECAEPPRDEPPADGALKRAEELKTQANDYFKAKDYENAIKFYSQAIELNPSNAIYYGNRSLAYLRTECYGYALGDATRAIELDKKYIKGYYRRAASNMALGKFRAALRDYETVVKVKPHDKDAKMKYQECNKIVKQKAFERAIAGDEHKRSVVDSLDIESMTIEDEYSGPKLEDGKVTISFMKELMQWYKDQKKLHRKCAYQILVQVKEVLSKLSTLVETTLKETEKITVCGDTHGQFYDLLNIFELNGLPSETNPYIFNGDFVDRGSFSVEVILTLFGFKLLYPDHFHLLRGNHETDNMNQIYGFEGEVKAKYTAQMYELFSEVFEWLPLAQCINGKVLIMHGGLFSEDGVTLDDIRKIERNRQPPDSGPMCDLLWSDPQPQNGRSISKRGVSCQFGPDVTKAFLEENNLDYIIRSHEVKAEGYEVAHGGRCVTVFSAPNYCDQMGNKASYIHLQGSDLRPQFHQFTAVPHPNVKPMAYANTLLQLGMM
CTSL1 counter: cathepsin L1 inhibition, PFM18AAP counter-screen; recombinant F. hepatica cathepsin L1, Z-Leu-Arg-MCA fluorescence; inhibition, % at 5.96 µM; actives 0.49% (n = 300,000);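 active = inhibition above the mean of all tested compounds plus 3 SD, set per screening campaign, cut at about 17% in these data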;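 note: 0% = plate median of test compound wells and 100% = 1 µM Z-Phe-Ala-diazomethylketone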
proCasp3 act: activates human procaspase-3 | P42574 | recombinant procaspase-3 D3A, Ac-DEVD-pNA absorbance 405 nm | activation, % at 8.5 µM | actives 0.11% (n = 330,000) | AID 463141;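 active = activation above the mean of all tested compounds plus 3 SD, cut at about 21% in these data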;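 note: 0% = DMSO alone and 100% = DMSO wells spiked with extra 5 µM PC-3 D3A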
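Compound: 8.5 µM single point, 0.8% DMSO / Material: Autoprocessing-dead procaspase-3 D3A mutant enzyme / Timing: 1 h preincubation plus 2 h reaction at 25 °C / Medium: Zinc-free HEPES/NaCl buffer with 0.01% Triton X-100 at pH 7.4 / Technique: 405 nm absorbance of p-nitroaniline, reads at 0 and 120 min / Repeats: one well per compound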
PP1 inh: blocks human PP1-alpha phosphatase, a PP5 counter-screen. P62136. purified PP1alpha, OMFP fluorescence. inhibition, % at 6.7 µM. actives 0.9% (n = 320,000). AID 2235;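 active = inhibition above the mean inhibition of all tested compounds plus 3 SD, computed separately for each screening campaign, cut at about 15% in these data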
proCasp7 act: counter-screen for procaspase-3 activators: activators of human procaspase-7; P55210; recombinant procaspase-7, Ac-DEVD-pNA absorbance 405 nm; D23A/D198A/D206A triple mutant, cannot self-cleave; scale: DMSO 0, 5 µM enzyme 100; activation, % at 8.5 µM; actives 0.093% (n = 330,000); AID 463210;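 active = percent activation above the screen-wide mean plus 3 SD, cut at about 25% in these data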
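Assay system: Uncleavable procaspase-7 mutant enzyme / Input: 2 µM procaspase-7 mutant as dispensed / Dosing: single nominal 8.5 µM compound dose, 0.8% DMSO final / Timing: 1 h enzyme–compound preincubation and 2 h substrate reaction, both 25 °C / Detection: p-Nitroaniline absorbance at 405 nm, read at 0 and 120 min / Replication: singlicate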
Efflux pump inh: blocks antifungal efflux pumps in multiplex yeast assay; S. cerevisiae Candida pump triplex, Nile Red efflux; inhibition, % at 10 µM; actives 0.44% (n = 330,000);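 active = plate passing quality check with inhibition over a set limit, or well fluorescence over plate mean plus 4 SD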;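 note: Nile Red retained in pooled yeast measured as flow cytometry median fluorescence; 0% = buffer negative control and 100% = Enniatin B positive control; higher means more Nile Red kept so more efflux inhibition; some compounds called inactive have numbers as strong as hits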
HCV core dimer: blocks dimerization of HCV core protein; inhibition, % at 5 µM; actives 0.33% (n = 300,000); TR-FRET GST/Flag-core106 dimerization, 1536-well;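 active = inhibition above the mean of all tested compounds plus 3 SD, set per screening campaign, cut at about 45% in these data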
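System – GST-tagged and Flag-tagged HCV core protein residues 1-106 · Repeats – one well for each compound · Technique – TR-FRET 671 and 617 nm emission · Doses – one concentration, 5 µM, in 0.5% DMSO · Times – 4 h, 22.5 °C incubation · Also added – Eu donor and XL665 acceptor anti-tag antibodies · Measure – percent inhibition of core106 dimerization signal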
* hit, by the source's call; ? = inconclusive; . = no result given.

Each structure is followed by: JMJD2C inh	TPT1 inh	PP5 inh	CTSL1 counter	proCasp3 act	PP1 inh	proCasp7 act	Efflux pump inh	HCV core dimer
1	O=C(CCC(=O)N1CCCC1)Nc1nnc(C2CCCCC2)s1
  -10	1	-2.6	-3	1	-3	5	0.1	0
2	Cc1ccc2c(c1)c1c3n2CC(=C2C(=O)OC(C)(C)OC2=O)NC3CCC1 (stereo not given)
  -48	9	1.6	3	1	4	0	0.0	46*
3	Cc1nc(C)c(-c2ccc(SCC(=O)Nc3ccccc3)nn2)s1
  -2	-2	0.4	-2	10	-1	2	-0.6	7
4	CC(=O)Nc1cc(C(N)=O)c(Cl)cc1Cl
  -3	4	-0.2	-1	9	-2	-1	-0.1	-4
5	O=C(CN1C(=O)COc2ccc(Cl)cc21)NC1CC1
  -8	1	1.6	-1	-3	-1	1	0.1	-1
6	CCOc1ccc(NC(=O)c2ccc(S(=O)(=O)N(C)C)cc2)cc1
  9	1	-0.3	2	-6	1	4	0.2	-7
7	COc1ccc(CNC(=O)COC(=O)C2CCC(C(C)(C)C)CC2)cc1 (stereo not given)
  11	0	3.0	-2	3	2	4	0.2	-3
8	CSC1=NC(C(Cl)(Cl)Cl)N=C(c2ccc(C)cc2)N1 (stereo not given)
  -1	-4	-0.1	2	-7	-2	-2	-0.1	4
9	COc1ccccc1OCC(=O)Nc1nc(-c2ccc(S(=O)(=O)N3CCOCC3)cc2)cs1
  1	-5	4.6	0	0	2	12	0.5	14
10	Cc1ccc(C(c2nnnn2C2CCCCC2)N(C)C2CCCCC2)cc1 (stereo not given)
  -2	-1	3.4	1	1	-4	8	0.1	3
11	COc1ccc(-c2nc(CC(=O)O)cs2)cc1OC
  10	1	2.6	2	-5	0	11	0.1	3
12	Cc1cc(NC(=O)CSc2nnc(C3CC3)n2N)no1
  1	-1	-1.7	3	2	-2	-3	0.1	-2
13	O=c1oc2ccccc2c(Nc2cc3ccccc3cc2O)c1[N+](=O)[O-]
  -1	-2	4.9	-2	-7	-3	1	-0.2	27
14	COc1ccc(NC(=O)CCCCCN2C(=O)c3ccccc3C2=O)c(OC)c1
  -7	-2	3.2	-1	14	2	-2	-0.1	-1
15	CCC(OC(=O)CC1Sc2ccccc2NC1=O)C(=O)NCC1CCCO1 (stereo not given)
  -2	0	-0.6	-73	0	-4	0	0.1	-1
16	CC(=O)NC1=NN(C(C)=O)C(c2sccc2C)S1 (stereo not given)
  -9	1	1.9	-3	6	3	3	0.1	2
17	Cc1ccc(C(=O)N(CC(=O)NC2CCCC2)Cc2cccs2)s1
  1	2	2.7	-2	-4	-12	-11	0.2	-2
18	CN(C)c1ncnc2c1ncn2C1OC(CO)C(O)C1O (stereo not given)
  2	0	1.9	-3	-4	-3	-4	0.1	4
19	CCOc1cc(C(=O)Nc2ccc3c(c2)OCO3)ccc1OCCOc1ccccc1Cl
  ?	-1	-0.8	1	0	1	-2	-0.1	6
20	Cc1ccc(OCc2nnc(SC3CCc4ccccc4C3=O)n2C)cc1 (stereo not given)
  8	0	3.2	0	2	0	-19	0.1	11
21	Cc1nn(-c2ccccc2)c(Cl)c1/C=N/NC(=O)c1cccnc1
  -10	-1	0.9	2	6	3	5	0.0	-3
22	Cc1cc(C(=O)CSc2nc(N)cc(N)n2)c(C)n1CC1CCCO1 (stereo not given)
  -7	.	.	.	-5	.	1	-0.2	.
23	COCCn1c(Cc2ccccc2)nnc1SCC(=O)N1CCCC1=O
  4	.	-1.2	.	4	0	-14	0.3	.
24	O=C(O)c1cccc(NC(=O)c2cc(-c3cccc(Cl)c3)nc3ccccc23)c1
  1	-5	-0.7	4	2	8	-14	-0.1	19
25	O=C(O)C1CCCCC1C(=O)Nc1nccs1 (stereo not given)
  -4	-1	1.4	9	-4	-5	-1	-0.2	-11
26	Cn1c(=O)c2c(O)c(Cc3ccccc3)c(=O)[nH]c2n(C)c1=O
  2	-2	2.8	1	7	3	5	-0.2	-2
27	Cc1ccc(N2CCN(c3ccc([N+](=O)[O-])cn3)CC2)c(C)c1
  -5	-2	3.4	-10	-6	0	2	-0.2	-3
28	O=C(Nc1nnc(SCc2ccccc2F)s1)c1ccco1
  4	3	1.9	-1	-2	1	-12	0.1	-7
29	COc1ccc(Br)cc1CNCC1CCCO1 (stereo not given)
  -2	-1	0.2	6	1	2	6	0.1	-2
30	CCN(CC)C(=O)C1CCN(c2ncnc3c2cnn3-c2ccc(C)cc2C)CC1
  9	-1	-1.7	0	4	-4	8	0.1	3

Compounds above with a COOH group (three):
Each structure is followed by: JMJD2C inh	TPT1 inh	PP5 inh	CTSL1 counter	proCasp3 act	PP1 inh	proCasp7 act	Efflux pump inh	HCV core dimer
11	COc1ccc(-c2nc(CC(=O)O)cs2)cc1OC
  10	1	2.6	2	-5	0	11	0.1	3
24	O=C(O)c1cccc(NC(=O)c2cc(-c3cccc(Cl)c3)nc3ccccc23)c1
  1	-5	-0.7	4	2	8	-14	-0.1	19
25	O=C(O)C1CCCCC1C(=O)Nc1nccs1 (stereo not given)
  -4	-1	1.4	9	-4	-5	-1	-0.2	-11

Carrying on.
Each structure is followed by: JMJD2C inh	TPT1 inh	PP5 inh	CTSL1 counter	proCasp3 act	PP1 inh	proCasp7 act	Efflux pump inh	HCV core dimer
31	Cn1c(=O)c2[nH]c(N/N=C(/C#N)C(N)=O)nc2n(C)c1=O
  -9	3	-1.2	9	-7	1	4	-0.1	-11
32	CCOC(=O)C1CCN(C(=O)C(=O)c2cn(CC(=O)N3CCCCCC3)c3ccccc23)CC1
  1	-10	2.3	0	2	0	3	-0.1	7
33	N#Cc1cc2ccccc2nc1N
  -21	-1	-0.7	-7	-2	-3	-1	-0.1	0
34	CCCCCC(=O)N1CCN(CCN=CC2=C(O)CC(c3cccs3)CC2=O)CC1 (stereo not given)
  73	-5	0.4	4	-1	-2	-4	0.3	-2
35	CCOc1ccc(C(=O)N2CCN(S(=O)(=O)c3cccs3)CC2)c(OCC)c1
  12	-2	5.0	-2	-3	-3	-2	0.1	3
36	Cc1ccc(C(=O)Nc2cc(S(=O)(=O)N3CCOCC3)ccc2N2CCCC2)cc1
  4	.	3.0	.	2	4	11	-0.3	.
37	COC(=O)CSc1ccc2nnc(-c3ccc(OC)c(OC)c3)n2n1
  1	-4	-0.1	0	12	-3	6	0.4	-1
38	O=C(NCc1ccccc1)C(c1ccc(F)cc1)N(Cc1ccco1)C(=O)c1ccccn1 (stereo not given)
  -5	-3	0.7	0	5	3	-1	0.0	-1
39	O=C(c1n[nH]c2ccccc12)N1CCN(S(=O)(=O)c2ccccc2)CC1
  -2	.	4.3	.	-1	0	5	0.0	.
40	COc1cc(NC(=O)c2cc3c(Cl)nc4ccccc4c3s2)cc(OC)c1OC
  -3	1	0.3	-2	2	2	4	-0.1	2
41	CN(Cc1nc2ccccc2n1C)C(=O)c1cccs1
  16	-2	0.1	0	4	0	9	0.1	-9
42	CCN(CC)S(=O)(=O)c1ccc2c(c1)nc(CCC(=O)OCC(=O)Nc1cc(OC)cc(OC)c1)n2C
  1	2	4.1	-8	1	1	-1	-0.2	4
43	COc1ccc(C(=O)N2CCCC(c3ccccc3)C2)cc1 (stereo not given)
  -14	-2	2.6	-1	-7	4	-2	0.0	6
44	Cc1ccc2cccc(OCC(=O)Nc3ccc4c(c3)OCO4)c2n1
  -34	3	-1.4	-36	-2	-4	-8	0.0	6
45	O=C(NC(NC(=S)Nc1ccccc1C(=O)O)C(Cl)(Cl)Cl)c1cccc([N+](=O)[O-])c1 (stereo not given)
  -6	-2	-5.2	-3	-8	3	-7	0.3	-3

Reprinted from the part before: two entries, then new ones.
Each structure is followed by: JMJD2C inh	TPT1 inh	PP5 inh	CTSL1 counter	proCasp3 act	PP1 inh	proCasp7 act	Efflux pump inh	HCV core dimer
44	Cc1ccc2cccc(OCC(=O)Nc3ccc4c(c3)OCO4)c2n1
  -34	3	-1.4	-36	-2	-4	-8	0.0	6
45	O=C(NC(NC(=S)Nc1ccccc1C(=O)O)C(Cl)(Cl)Cl)c1cccc([N+](=O)[O-])c1 (stereo not given)
  -6	-2	-5.2	-3	-8	3	-7	0.3	-3
46	Cc1ccc(Cl)cc1NC(=O)C1CCCN(c2cnccn2)C1 (stereo not given)
  -17	-2	0.7	-2	3	-2	-4	-0.1	-3
47	Cc1nc2sc(C(=O)OCC(=O)N3c4ccccc4CC3C)c(C)c2c(=O)[nH]1 (stereo not given)
  14	1	3.6	9	2	-4	-5	-0.4	9
48	COc1ccc(CCNC(=O)CSc2nnc(-c3ccco3)c(-c3ccco3)n2)cc1OC
  -6	0	0.6	5	-22	-3	-26	0.0	8
49	CCOC(=O)c1[nH]c(C)c(C(=O)OCC(=O)Nc2sc3c(c2C#N)CCCCC3)c1C
  -4	1	3.0	-3	2	-2	2	-0.1	11
50	CCCCN(C(=O)c1cnccn1)c1c(N)n(CCC)c(=O)[nH]c1=O
  -5	.	.	.	-2	.	9	-0.2	.
51	O=C(CN1CCN(CC(=O)Nc2ccccc2Cl)CC1)NCC1(N2CCCCC2)CCCCC1
  -1	.	3.6	.	2	-2	0	0.2	.

Results in sequence from the list.
Nos. 46–51 in proCasp3 act read 3, 2, -22, 2, -2, 2
Nos. 46–51 in JMJD2C inh read -17, 14, -6, -4, -5, -1

Bioassay records: PubChem BioAssay, several laboratories
